MPTP block = blocks calcium-induced mitochondrial swelling; inhibition, % at 10 µM; 1.4% of 360,000 active; isolated mouse mitochondria, Ca2+ swelling absorbance, 30 min;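 active = inhibition of 50% or more, scaled per plate between neutral and stimulator controls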;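 also: 0% = DMSO wells given calcium and 100% = 1 mM EGTA wells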
SENP8 block = inhibitors of human SENP8 protease | Q96LD8 | recombinant SENP8, Nedd8 substrate fluorescence | inhibition, % at 20 µM | 0.64% of 360,000 active | AID 602440; in the data active = inhibition mostly above about 40%, no sharp cut-off; inactive = mostly below about 27%
Target sequence (Q96LD8 whole entry, looked up): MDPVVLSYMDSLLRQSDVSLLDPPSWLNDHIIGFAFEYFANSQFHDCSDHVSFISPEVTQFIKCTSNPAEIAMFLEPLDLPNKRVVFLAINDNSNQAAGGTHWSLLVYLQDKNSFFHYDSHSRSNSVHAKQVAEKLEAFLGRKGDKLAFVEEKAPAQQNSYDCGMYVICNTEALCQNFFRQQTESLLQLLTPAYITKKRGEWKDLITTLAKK
* = called active by the depositor; i = inactive. This is a subset, so the mix of outcomes need not match the whole.

mol | MPTP block | SENP8 block
O=C(C[C@@H]1CC[C@H](NC(=O)Cc2ccccn2)[C@@H](CO)O1)NCCc1ccccc1 | -0.6 | 15.8
COc1cc(C)ccc1S(=O)(=O)NC(=O)Cn1nnc(COc2ccc3c(c2)CCCC3)c1C | 0.2 | -5.8
COCCNC(=O)C1(C)CCCN(C(=O)c2cc(OC)c(OC)c(OC)c2)C1 (configuration not stated) | 1.4 | 9.4
COc1ccc(-c2nc3c4ccccc4ccn3c2Cc2ccccc2)cc1OC | 0.1 | -363.4
COC(=O)[C@]12CCCCC=C1N(CCC1=CCCCC1)C(=O)[C@H](CC(=O)NCc1cccc(C(F)(F)F)c1)C2 | 0.8 | 12.2
C#CCNC(=O)C[C@@H]1C[C@@]2(C(=O)OCC)CCC=C2N(CCC2=CCCCC2)C1=O | 1.1 | 38.4
OC(c1ccc(Cl)c(F)c1)c1ncc(-c2ccc(Oc3ccccc3)cc2)[nH]1 (configuration not stated) | 17.9 | -6.5
Cc1nc2c(OCc3cccc(Cl)c3)cccn2c1N(C)CC1CC1 | 88.2* | -30.6
COc1cccc(Cn2c(C(C)n3c(-c4cnccn4)nc4ccccc43)nc3ccccc32)c1 (configuration not stated) | 1.8 | -391.1
COCCNC(=O)C1CCCN(C(=O)COCc2ccccc2)CC1 (configuration not stated) | -0.1 | 19.3
O=c1[nH]c(=S)[nH]c2c1C(c1ccccc1)OC(C1CCCCC1)C2 (configuration not stated) | 0.9 | 2.2
CN(C)CCN1CCN(C2CN(Cc3cn(Cc4ccc(F)cc4)nn3)S(=O)(=O)C2)CC1 (configuration not stated) | -1.0 | 19.1
O=C(CC[C@H]1O[C@@H](n2ccc(=O)[nH]c2=O)[C@H](O)[C@@H]1O)NC1CCN(Cc2ccccc2)C1 (some centres not stated) | -0.6 | 19.7
COc1ccccc1-c1cnc2c(Nc3cccc(OC(F)(F)C(F)F)c3)nccn12 | -0.3 | -110.9
COc1ccc(C(C(=O)NCc2ccccc2)n2c(=O)c(-c3ccccc3)nc3ccccc32)cc1 (configuration not stated) | 0.2 | -392.6
Cn1c(NCc2ccccc2F)nc2cc(-c3cccc(C(F)(F)F)c3)sc2c1=O | 0.5 | -233.5
CCCCN(C=O)c1c(CC)nc2ccc(C(=O)NCc3ccc4c(c3)OCO4)cn12 | 1.0 | -87.6
CN(C)C(=O)c1cccc(-c2cnc3c(NC=O)cc(-c4ccc(C(=O)N5CCOCC5)cc4)cn23)c1 | 0.9 | -177.1
Clc1ccccc1Nc1nc(NCc2cccs2)nc2ccsc12 | 3.0 | -382.7
C=C1C(=O)CC2=C1[C@](Cc1ccc(F)cc1)(C(=O)OC)N(C(=O)c1ccccc1)C2 | 0.4 | 7.0
C[C@@H]1COc2cc(N3CCN(Cc4ccccc4F)CC3)ccc2S(=O)(=O)N1 | 0.8 | 10.5
O=C(Nc1ccccc1)c1cc(C2CCCCN2S(=O)(=O)c2cccs2)on1 (configuration not stated) | 0.6 | 6.6
COc1cc(F)ccc1-c1csc(C(NC(C)=O)c2ccc(F)c(F)c2)n1 (configuration not stated) | -1.4 | -6.5
CC(=O)Nc1ccc(-c2ccnc3c2CC(C(=O)NCc2ccc(N4CCN(C)CC4)cc2)O3)cc1 (configuration not stated) | -1.9 | 25.1
CC(C)c1ccc(CNC(=O)C2(C)CCCN2C)cc1 (configuration not stated) | -0.1 | 4.3
Cc1cccc(-c2noc(-c3csc([C@@H]4C[C@H](O)[C@@H](CO)O4)n3)n2)c1 | 0.9 | 16.2
CC1(C(=O)O)CCN1C(=O)c1cccnc1Oc1ccccc1 (configuration not stated) | -1.2 | 3.5
Cc1c(C(=O)NCc2ccccc2C(F)(F)F)sc(=O)n1Cc1ccc2c(c1)OCO2 | 0.4 | 8.6
CC(=O)NC(c1ccc(F)c(F)c1)c1nc(-c2cccc(C(C)C)c2)cs1 (configuration not stated) | 1.2 | 3.3
CCNC(=O)C1CCCN(C(=O)c2cc(F)cc(F)c2)CC1 (configuration not stated) | -3.3 | 18.4

The listing continues:
mol | MPTP block | SENP8 block
COC(=O)c1ccc2nc(-c3cccc(Br)c3)c(Cc3ccccc3C(F)(F)F)n2c1 | 3.5 | -386.8
CC(C)(C)OC(=O)Nc1ccccc1-n1nnnc1C(C(=O)c1ccc(F)cc1)N1CCOCC1 (configuration not stated) | -2.2 | 3.5
CCOC1=C2[C@H](c3ccc(Cl)cc3)N(S(=O)(=O)c3ccc(C)cc3)C[C@H]2n2c(=O)n(-c3ccccc3)c(=O)n2C1 | 0.0 | 2.7
O=C(NC(c1ccc2c(c1)OCO2)c1ccccn1)C1CCN(CCOc2ccccc2)CC1 (configuration not stated) | -0.8 | 16.4
Oc1cccc(-c2ccc3nccn3c2)c1 | 0.3 | -94.8
CC1(C(=O)NS(=O)(=O)c2ccccc2)CCN1C(=O)c1cccc2ccccc12 (configuration not stated) | -1.9 | 16.6
COC(=O)c1cnc(Nc2nc(CN)cs2)nc1C(F)(F)F | 0.1 | 27.2
COC(=O)c1ccc(N2C(c3cc(OC)cc(OC)c3)=Cc3ccc(-c4cnc(OC)nc4)cc3C2CC(=O)C2CC2)cc1 (configuration not stated) | 2.5 | -383.6
CCN(CC)c1ncnc2c1ncn2[C@H]1CN(C2CCCC2)C[C@@H](CO)O1 | 0.3 | 8.2
CCc1nc2ccc(C(=O)NCc3ccc4c(c3)OCO4)cn2c1N(CCC(C)C)CCN(C)C | -0.8 | -11.5
Cc1cccc(CN2CCN(C3CN(Cc4ccccc4)S(=O)(=O)C3)CC2)c1 (configuration not stated) | -0.2 | 7.0
COCCCNC(=O)c1csc([C@@H]2O[C@H](CO)[C@H](O)[C@H](O)[C@H]2O)n1 | -1.9 | 7.1
CN(C)c1ccc(CN2CCC(C(=O)NC(c3ccc(F)cc3)c3ccc4ccccc4n3)CC2)cc1 (configuration not stated) | 0.9 | -95.0
CC(C)(C)NC(=O)C(CCc1ccccc1)n1c(=O)c(-c2cc3ccccc3[nH]2)nc2ccccc21 (configuration not stated) | 4.9 | -434.7
CC1(C(=O)NS(=O)(=O)c2ccccc2)CCN1C(=O)CCc1ccccc1 (configuration not stated) | 0.6 | 21.4
CNc1cncc(-c2ccc(S(C)(=O)=O)cc2)n1 | -0.9 | -498.7
Cc1ccc(-c2cnc(C(O)c3c(C)cccc3C)[nH]2)cc1 (configuration not stated) | 1.5 | -12.5
Cc1ccc(S(=O)(=O)N2C3CC(c4ccccc4)N(S(=O)(=O)c4cccc(Cl)c4)CC3C(=O)C[C@H]2c2ccccc2)cc1 (some centres not stated) | 7.1 | 13.9
O=C1c2ccccc2C(c2nnnn2-c2ccc3c(c2)OCCO3)N1Cc1ccc2c(c1)OCO2 (configuration not stated) | -0.4 | 10.7
COc1ccc(C(C)=O)cc1CC1(C)C(=O)Nc2ccc(-c3ccccc3OC)cc21 (configuration not stated) | 1.4 | -24.8
OC(c1ccc(F)cc1)c1nc(-c2cncnc2)cs1 (configuration not stated) | -0.9 | 7.2
CC(=O)Nc1ccc(NC(=O)C2(C)Cc3c(-c4ccc5c(c4)OCO5)ccnc3O2)cc1 (configuration not stated) | 0.1 | -51.4
CCc1nc2c(OCCOc3ccc(F)cc3)cccn2c1N(C=O)Cc1ccccc1 | 0.3 | 14.7
O=c1c(-c2ccco2)nc2ccccc2n1C(c1ccccn1)c1nc2ccccc2[nH]1 (configuration not stated) | 1.5 | -409.6
CCCc1cnc(Nc2nc(C(N)Cc3ccc(C(F)(F)F)cc3)cs2)nc1 (configuration not stated) | 4.6 | 11.2
CN(C)CCCNc1nc2cc(-c3ccc(F)cc3)sc2c(=O)n1C | -3.0 | -142.6
CCC(CC)C(=O)N(C)c1c(C)nc2c(OCc3ccc(OC(F)F)cc3)cccn12 | 1.0 | 5.3
CC(C)C[C@@H]1CC2=C(C(=O)OC(C)(C)O2)[C@H](CCc2ccccc2)O1 | 2.3 | 11.3
CCCCNC(=O)C(NC(=O)Cc1cc(OC)cc(OC)c1)C(=O)c1ccccc1 (configuration not stated) | -2.3 | 16.1
Cn1nc(C(C)(C)C)cc1NC(=O)C1(C)CCN1C(=O)c1ccccc1CCc1ccccc1 (configuration not stated) | 1.1 | 20.0

2 compounds drawn at random from the list so far, as already listed:
mol | MPTP block | SENP8 block
CC(C)C[C@@H]1CC2=C(C(=O)OC(C)(C)O2)[C@H](CCc2ccccc2)O1 | 2.3 | 11.3
Cn1nc(C(C)(C)C)cc1NC(=O)C1(C)CCN1C(=O)c1ccccc1CCc1ccccc1 (configuration not stated) | 1.1 | 20.0

(continued)
mol | MPTP block | SENP8 block
CN(CCC#N)c1ccc(C=C(C#N)c2cccc(C(F)(F)F)c2)cc1 | -0.2 | 7.9
CCOc1ccc(-c2cncc3nccn23)cc1 | -0.8 | i
C[C@@H]1CCCN1[C@H]1CS(=O)(=O)N[C@@H]1COCc1ccccc1 | -2.2 | 10.9
CCOC(=O)C1(C)CCCN(C(=O)c2ccc(N(C)C)cc2)C1 (configuration not stated) | -0.2 | 8.4
CCOC(=O)C1(C)CCN1C(=O)c1ccc(N(C)C)cc1 (configuration not stated) | -0.6 | 2.2
Cc1ccc(S(=O)(=O)N2C[C@H]3C(=O)C[C@@H](c4ccccc4)N(S(=O)(=O)c4ccc(C)cc4)[C@H]3C[C@H]2c2ccccc2F)cc1 | -0.3 | 16.8
COc1cccc(C(NC(C)=O)c2nc(-c3ccccc3)cs2)c1 (configuration not stated) | 0.4 | 6.4
COCCNc1nc(NCc2cccs2)nc2ccsc12 | -1.7 | -7.9
COc1ccc(C2=Nc3ccccc3N(C(=O)c3cc(Cl)cc(Cl)c3)C2C(=O)NCc2ccccc2)cc1 (configuration not stated) | 2.7 | -12.0
COc1ccccc1-c1csc(C(C)(NC(C)=O)c2ccccc2)n1 (configuration not stated) | -0.1 | 12.8
Cc1ccc(F)c(S(=O)(=O)NC(=O)C2(C)CCN2C(=O)Cc2ccsc2)c1 (configuration not stated) | 0.6 | 23.7
COc1ccc(-c2cc(C(=O)Nc3ccc(OC)c(OC)c3)[nH]n2)c(C)c1 | 1.1 | 16.1
OC[C@@H]1CN(CCN2CCOCC2)C[C@H](n2cnc3c(N4CCOCC4)ncnc32)O1 | 0.7 | 31.0
COc1cc(OC)cc(C2=Cc3ccc(OC)cc3C(CC(C)=O)N2c2ccc(-c3cncnc3)cc2)c1 (configuration not stated) | 0.9 | -388.8
CCCOc1ccc(F)cc1-c1cc(C(=O)NC2CCCCC2)[nH]n1 | -2.9 | 29.9
CCCCCCCCN1C(=O)[C@H](CC(=O)N2CCSCC2)C[C@@]2(C(=O)OC)CCCCC=C12 | -0.4 | 19.2
CCc1nc2ccc(C(=O)N3CCN(S(=O)(=O)CC)CC3)cn2c1N(C=O)Cc1ccc(OC)cc1 | 1.1 | -9.2
CCOC(=O)[C@]12CCCC=C1N(CCC1=CCCCC1)C(=O)[C@H](CC(=O)NCCCN1CCCC1=O)C2 | -0.4 | 41.6*
CC(C)C[C@H]1COc2cc(N3CCC[C@@H]3CO)ccc2S(=O)(=O)N1 | -2.0 | -4.7
COc1ccccc1NC(=O)Nc1nc(C(N)CC(C)C)cs1 (configuration not stated) | 1.6 | 22.4
Brc1cccc(-c2nc3c4ccccc4ccn3c2Cc2ccccc2)c1 | 2.9 | -220.0
O=c1ccn([C@@H]2O[C@H](CNCc3c(OCc4ccccc4F)ccc4ccccc34)[C@@H](O)[C@H]2O)c(=O)[nH]1 | 0.2 | 16.4
COCCNC(=O)C1C(=O)Nc2ccccc2C(=O)N1Cc1ccccc1 (configuration not stated) | -2.1 | 16.7
Cc1cccc(C)c1Cn1c(C)c(C(=O)NCc2cccc(Cl)c2)sc1=O | -0.6 | -1.0
CC(CCC(=O)O)C1CCC2C3CCC4CC(O)CCC4(C)C3CC(O)C12C (configuration not stated) | -1.4 | -2.6
COc1cccc(C(C)(O)c2nc(-c3cccc(C(C)C)c3)cs2)c1 (configuration not stated) | 3.8 | 10.4
COCCNC(=O)C1(C)CCCN(Cc2ccc3ccccc3c2Br)C1 (configuration not stated) | 0.1 | 6.3
COc1ccc(OCCN2CCC(C(=O)NC(c3ccsc3)c3ccccc3C)CC2)cc1 (configuration not stated) | -0.9 | 12.8
CN(C)c1ccc(-c2csc(C(C)(O)c3cccc(F)c3)n2)cc1 (configuration not stated) | 13.4 | -11.3
Nc1ccn([C@@H]2O[C@H](C(=O)NCCc3ccc(F)cc3)[C@@H](O)[C@H]2O)c(=O)n1 | -1.2 | 19.3

(continued)
mol | MPTP block | SENP8 block
COc1ccc(OC)c(NC(=O)Nc2nc(C(C)N)cs2)c1 (configuration not stated) | 0.7 | 12.1
COc1ccc(NC(=O)C2(C)Cc3c(-c4ccc(NC(C)=O)cc4)ccnc3O2)cc1OC (configuration not stated) | 0.2 | 31.1
COc1ccccc1N1CCN(Cc2cc(=O)oc3ccccc23)CC1 | -3.0 | 19.2
CCN(CC)c1ncnc2c1ncn2[C@H]1CN(Cc2ccncc2)C[C@@H](CO)O1 | 0.1 | 5.1
OC(c1ccc(F)cc1)c1ncc(-c2ccc(Oc3ccccc3)cc2)[nH]1 (configuration not stated) | 3.6 | -14.7
CCC(=O)N1Cc2cc(C(=O)NCC(F)(F)F)nc(-c3cccc(-c4cncnc4)c3)c2[C@H]1CCO | -1.3 | 14.1
CCc1nc2c(OCCc3cccc(OC)c3)cccn2c1N(C=O)Cc1ccc(OC)cc1 | 1.4 | 11.3
Cc1ccc(NC(=O)C2c3ccccc3-c3ccccc32)cc1 | -2.1 | -25.7
CCCCOCCCNC(=O)C[C@@H]1C[C@@]2(C(=O)OCC)CCC=C2N(Cc2ccc3c(c2)OCO3)C1=O | -1.3 | 2.4

An excerpt of these results, field by field.
Cc1ccc(NC(=O)C2c3ccccc3-c3ccccc32)cc1
  MPTP block = -2.1; SENP8 block = -25.7
OC(c1ccc(F)cc1)c1ncc(-c2ccc(Oc3ccccc3)cc2)[nH]1 (configuration not stated)
  MPTP block = 3.6; SENP8 block = -14.7
CCCCOCCCNC(=O)C[C@@H]1C[C@@]2(C(=O)OCC)CCC=C2N(Cc2ccc3c(c2)OCO3)C1=O
  MPTP block = -1.3; SENP8 block = 2.4
COc1ccccc1N1CCN(Cc2cc(=O)oc3ccccc23)CC1
  MPTP block = -3.0; SENP8 block = 19.2
